Screens deposited in PubChem BioAssay by National Center for Advancing Translational Sciences (NCATS).
TGFb SMAD3 inh: qHTS for Inhibitors of TGF-b; Potency, µM (highest dose often 46.1 µM), for inactives: top-dose activity, negative = inhibition, actives largely listed as inhibitors; HepG2 CAGA-GFP TGF-b/SMAD3 reporter, GFP fluorescence, 18 h; TGF-beta stimulated, 500 pg/mL final; 410,000 tested, 1.2% active; note: potency is the fitted concentration of half-maximal effect; % is set by controls: 0 for no effect and ±100 for the full control effect; nearly all actives have a fitted effect of over 65% in size
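First, reporter cells (HEPG2 CAGA-GFP) rested 2 h at 37 degrees C. Next, compounds were pinned in and TGF-beta added to 500 pg/mL final. After 18 h, GFP was imaged per cell and summed per well.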
HepG2 viability: qHTS for Inhibitors of TGF-b: Cytotox Counterscreen | HepG2 CAGA-GFP viability, ATP luminescence, 18 h | Potency, µM (highest dose often 46.1 µM), for the others: top-dose activity change, negative = cytotoxicity, usual class: cytotoxic | 410,000 tested, 0.76% active | AID 588856, 2011; note: potency is the fitted concentration of half-maximal effect; some results filed as inactive show a strong effect at the top dose
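CellTiter-Glo luminescence gave cytotoxicity after 18 hours at 37 degrees C. The cells were HepG2 CAGA-GFP in 1% FBS DMEM, stimulated with 500 pg/mL TGF-beta after compound addition. %Activity was normalised to no-cell wells (complete cell-killing) and DMSO (no toxicity), and curves were fitted and classified.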
MmCpn inh: Inhibitors of TCP-1 ring complex (TRiC) of Methanococcus maripaludis (MmCpn): qHTS. Chaperonin Mm-Cpn (Methanococcus maripaludis). purified Mm-Cpn ATPase, ADP Transcreener TR-FRET. Potency, µM (highest dose often 76.9 µM), without a hit: at the top dose activity, negative = inhibition, usual class: inhibitors. 330,000 tested, 0.031% active. AID 504842, 2011; note: potency is the fitted concentration of half-maximal effect; % is set by controls: 0 for no effect and ±100 for the full control effect; nearly all actives have a fitted effect of over 80% in size
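25 nM Mm-CPN + cpd, 10 min 37°C; + 10 uM ATP, 30 min 37°C; buffer 30 mM Tris pH 7.4, 100 mM KCl, 5 mM MgCl2, 1 mM DTT; Transcreener ADP HTRF detection 30 min RT.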
Nrf2 ARE act: qHTS of Nrf2 Activators. AREc32 ARE-luciferase reporter (MCF7-derived line), luminescence, 24 h. Potency, µM (highest dose often 46.1 µM), for the others: top-dose activation, hits mostly activators. 410,000 tested, 0.31% active; note: potency is the fitted concentration of half-maximal effect; % of control where 0% means no effect; nearly all actives have a fitted effect of over 65% in size
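Nrf2 activation is followed as ARE-luciferase induction in the AREc32 line after one day of compound treatment; luminescence is read with Steady-Glo.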
Nrf2 block: Nrf2 qHTS screen for inhibitors | A549 ARE-Fluc reporter, luciferase luminescence, 18-24 h | Potency, µM (top dose mostly 46 µM), for the others: at the top dose activity change, negative = inhibition, actives largely listed as inhibitors | 360,000 tested, 2.1% active | AID 504444, 2011; note: potency is the fitted concentration of half-maximal effect; % is set by controls: 0 for no effect and ±100 for the full control effect; nearly all actives have a fitted effect of over 60% in size
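Nrf2 function is reported as luminescence of an ARE-controlled luciferase in A549 cells. Compounds were tested at several concentrations, and a CellTiter-Fluor read on the same wells flagged cytotoxicity.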
CCT modulator: High-Throughput Screening for Modulators of Cytosolic Chaperonin Activity | 360,000 tested, 0.3% active | activity change, % (test concentration not listed), hits read low | purified chaperonin ATPase assay, HTRF ADP detection, 30 min; in the data active = activity change below about -30%; note: % is set by controls: 0 for no effect and ±100 for the full control effect
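First, chaperonin was dispensed at 40 nM or 20 nM final depending on batch activity. Next, compounds were pinned at 76 uM and ATP added at 10 uM. After 30 min at 37 °C, ADP detection reagents ran 30 min at ambient temperature.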
Akt phos inh: HTS Assay for Inhibitors of Akt Phophorylation: Primary Screen; Neuro2A IGF-stimulated pAkt S473 HTRF, 20 min; hits give low values; activity change, % for hits at 50 µM; 360,000 tested, 0.32% active; AID 651550, 2012; in the data active = activity change below about -80%; inconclusive = mostly about -51% to -80%; note: % is set by controls: 0 for no effect and ±100 for the full control effect
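Neuro2A cells (4,500/well, DMEM with 0.5% FBS) were treated with compound at a single 50 µM final concentration, stimulated with 6 nM IGF for 20 min at 37 °C, and lysed. Phospho-Akt Ser473 was read by HTRF as 665/615 ratio ×10^4.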
Abeta yeast res: qHTS for compounds that reverse cellular toxicity of Amyloid beta (A-beta) peptide in yeast: Primary Screen. 410,000 tested, 0.063% active. Potency, µM (series often up to 46.1 µM), for inactives: at the top dose growth rescue, most hits filed as activators. yeast expressing A-beta42, growth rescue, OD600, 48 h; response scale: 0% DMSO, 100% iron-clioquinol control; note: potency is the fitted concentration of half-maximal effect; nearly all actives have a fitted effect of over 55% in size
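Yeast A-beta toxicity model in growth medium with pinned compounds, 48 h at 30 C; growth read as absorbance at 600 nm. Normalized to FeCl3/clioquinol equimolar mix (positive) and DMSO (negative).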
A549 tox: Nrf2 qHTS screen for inhibitors: counterscreen for cytotoxicity; AID 504648, 2011; Potency, µM (doses to about 46 µM), without a hit: at the top dose activity change, negative = cytotoxicity, hits mostly inhibitors; 390,000 tested, 0.16% active; A549 ARE-Fluc cells, CellTiter-Fluor viability, 18-24 h; note: potency is the fitted concentration of half-maximal effect; % is set by controls: 0 for no effect and ±100 for the full control effect
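Cytotoxicity counterscreen: CellTiter-Fluor fluorescence was measured in A549 ARE_Fluc cells after 18-24 h of compound exposure in a concentration series. The subsequent BugLite luminescent read reports ARE-luciferase activity.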
* = called active by the depositor; i = inactive; ? = inconclusive; . = not tested or not shown; [ ] = remark or other dose. Unless noted, calls come from the whole dose curve; as a rule, active = well fitted curve in the direction sought with a large enough effect; inconclusive = small, poorly fitted or top-dose-only effect, or another doubt; inactive = no such curve, though single readings can be large; an effect the other way counts as inactive or inconclusive.

SMILES | TGFb SMAD3 inh | HepG2 viability | MmCpn inh | Nrf2 ARE act | Nrf2 block | CCT modulator | Akt phos inh | Abeta yeast res | A549 tox
CC(NCCOCCOc1ccccc1)c1ccccc1 (stereo not given) | -1.2% | -13.3% | -1.5% | -0.4% | 4.9% | 0.6 | i | 0.0% | -0.7%
NC(=O)COC(=O)CC(NC(N)=O)c1ccc(Cl)cc1 (stereo not given) | 21.4% | 9.0% | -1.1% | 0.4% | 11.2% | -8.1 | i | 3.0% | -4.6%
O=C(Oc1ccc(Cl)cc1)c1ccc(COC(=O)c2cnccn2)cc1 | 0.0% | 15.1% | -6.4% | 0.0% | 4.4% | 1.8 | . | -8.4% | -6.3%
CC(=O)Nc1ccc(SCC(=O)c2cc(C)ccc2C)cc1 | -8.7% | -9.3% | -2.6% | 4.4% | 5.6% | -0.8 | i | 9.9% | 2.0%
CCn1c(CC(=O)Nc2ccc(C)c(Cl)c2)nnc1SCCOc1ccc(OC)cc1 | -10.6% | -0.2% | 0.4% | -0.4% | -13.7% | -0.9 | i | -12.7% | 0.5%
CCN[C@H]1C[C@H](C)S(=O)(=O)c2sc(S(N)(=O)=O)cc21 | -18.2% | 26.7% | 0.5% | 1.6% | ? | 0.0 | i | -11.3% | 2.6%
CC1CCN(Cc2nnnn2CCCC(=O)NC(c2ccccn2)C(F)(F)F)CC1 (stereo not given) | 9.8% | 4.1% | 1.1% | -0.5% | 0.9% | -3.4 | i | -2.0% | -10.1%
O=C(COC(=O)C1CCC(N2C(=O)C3C4CCC(C4)C3C2=O)CC1)c1ccc(F)cc1 (stereo not given) | 1.0% | -2.1% | 1.5% | -0.1% | 2.4% | -2.3 | i | 3.3% | -3.6%
NCc1csc(NC(=O)Nc2cccc(Cl)c2)n1 | -16.8% | -0.5% | . | 8.9% | . | -0.2 | i | -11.3% | .
O=C(c1cc([N+](=O)[O-])cc([N+](=O)[O-])c1)N1CCN(Cc2ccc3c(c2)OCO3)CC1 | -6.0% | 2.0% | -3.9% | -0.4% | ? | -11.7 | i | 6.7% | 0.1%
Cc1onc(-c2ccccc2)c1C(=O)N1CCN(c2ccc([N+](=O)[O-])cc2)CC1 | 4.1% | -9.6% | . | 0.1% | -19.8% | -1.3 | i | 14.0% | -13.2%
O=[N+]([O-])c1cccc(-c2csc(N/N=C/c3cccc(O)c3)n2)c1 | 1.2% | -0.8% | 2.1% | 24.5% | 18.4µM* | 0.6 | i | 9.0% | ?
N#CCCN1CCN(S(=O)(=O)c2ccc(S(=O)(=O)NC3CC3)cc2)CC1 | 3.1% | -6.1% | 1.0% | 0.2% | ? | -1.8 | i | 14.1% | 13.6%
COc1ccccc1CNC(=O)CSc1nnc2ccc(-c3cccnc3)nn12 | 13.2% | 12.9% | -0.8% | 1.9% | -17.4% | 2.1 | i | -2.3% | 0.3%
CCc1cccc(N2C(=O)CS(=O)(=O)C23C(=O)N(Cc2ccccc2)c2ccc(C)cc23)c1 (stereo not given) | 0.9% | -24.9% | . | -0.7% | -2.0% | . | . | -3.4% | 1.7%
COc1cccc2c(N/N=C/c3ccco3)cc(C)nc12 | -8.9% | -0.5% | 2.6% | 5.3% | 13.8% | 0.3 | i | 23.2% | -1.6%
COCCOC(=O)C1=C(C)Nc2ncnn2C1c1ccco1 (stereo not given) | -10.1% | -12.3% | 0.7% | 0.1% | 6.5% | -0.9 | i | 0.8% | 0.3%
Fc1ccc(NC(=S)Nc2ccccc2OC(F)F)cc1Cl | ? | -29.0% | 1.5% | -0.2%[9.22 µM] | ? | -0.1 | i | 8.8% | -2.2%
CC1(C)CC(=O)C(C2C3=C(CC(C)(C)CC3=O)OC3=C2C(=O)CC(C)(C)C3)=C(O)C1 | -0.5% | -29.5% | -6.7% | -0.3% | -1.9% | -1.3 | i | -13.7% | -12.9%
CN(c1ccc(C(=O)NCc2ccccn2)cc1)S(=O)(=O)c1ccc(Cl)cc1 | -8.9% | -0.3% | -1.7% | -0.6% | -0.2% | 2.0 | i | -6.9% | -1.0%
O=c1oc2ccc3ccccc3c2cc1-c1nnc(Nc2ccccc2)s1 | -2.9% | 0.6% | . | -1.0% | -10.8% | . | . | -4.0% | -1.5%
COc1cc2c(cc1NC(=O)COC(=O)[C@@H](NS(=O)(=O)c1ccccc1)C(C)C)oc1ccccc12 | -26.0% | -32.8% | -26.1% | 7.2% | -4.4% | -3.3 | i | 27.6% | -7.1%
COc1ccc(CCNC(=O)c2ccc3c(c2)N(Cc2ccc(Cl)cc2)CCS3)c(OC)c1 | -10.6% | -15.8% | . | -0.7% | -17.6% | . | . | -8.3% | -0.6%
COc1ccc(/C=N/NC(=O)c2ccccc2[N+](=O)[O-])cc1CN1CCc2cc(OC)c(OC)cc2C1C (stereo not given) | 11.2% | -0.6% | 0.6% | 0.6% | -4.2% | -1.8 | i | 0.6% | -6.5%
Cc1ccnc(NC(c2ccccn2)c2c(C)[nH]c3ccccc23)c1 (stereo not given) | ? | -33.7% | 1.8% | 19.1% | ? | -1.3 | i | 13.7% | -3.0%
(continued)
SMILES | TGFb SMAD3 inh | HepG2 viability | MmCpn inh | Nrf2 ARE act | Nrf2 block | CCT modulator | Akt phos inh | Abeta yeast res | A549 tox
COc1ccc(-c2nc(CN3CCCCC3c3cccnc3)c(C)o2)c(F)c1 (stereo not given) | -9.5% | -13.3% | -1.1% | -0.4% | -2.1% | -0.1 | i | 14.0% | 0.7%
CC1CN(C(=O)C(c2ccccc2)c2ccccc2)CC(C)O1 (stereo not given) | -26.9% | 15.0% | -0.8% | -0.1% | 6.2% | -0.8 | . | 4.1% | 1.0%
COc1ccc(OC)c(NC(=O)c2noc3c2CCCC3)c1 | 0.6% | -22.9% | . | 11.2% | ? | . | . | -28.6% | 15.0%
C=CCSc1nc2sc(C)c(C)c2c(=O)n1N | -15.6% | -10.2% | -5.5% | 0.3% | -13.5% | -1.6 | i | 0.0% | 10.8%
CCOC(=O)c1cccc(Nc2nc(C)cc(C)n2)c1 | 4.6% | 11.2% | 1.1% | 2.8% | . | -0.5 | i | 19.4% | -11.0%
O=C(OCc1nnc(-c2ccccc2)o1)c1ccc(CO)cc1 | -3.8% | 0.2% | 1.0% | 0.4% | -1.7% | -1.7 | i | -4.5% | 11.6%
Cc1nc2sc(-c3ccccc3)cc2c(=O)n1/N=C/N(C)C | 2.4% | 5.2% | 0.4% | 3.2% | ? | 0.8 | i | -17.6% | -2.3%
Cc1ccc(C(=O)Nc2sc3c(c2C(=O)O)CCC(C)C3)o1 (stereo not given) | 22.2% | -3.9% | 0.8% | 4.8% | 5.8µM* | 0.5 | i | -17.6% | -21.6%
Fc1ccc(/C=N/Nc2ncnc3nc[nH]c23)cc1F | ? | -1.0% | 0.3% | ? | 10.4% | 0.0 | i | 3.2% | 2.8%
COc1cccc(OC)c1C(=O)N1CCN=C1SCc1cccnc1 | -6.9% | 6.8% | -2.0% | 0.0% | -18.9% | 0.1 | i | 8.7% | 5.8%
COc1ccc(S(=O)(=O)N2CCOC2CNC(=O)C(=O)NCCc2ccc(OC)c(OC)c2)cc1C (stereo not given) | 7.6% | 15.2% | -0.8% | 0.3%[9.22 µM] | ? | 0.9 | i | 0.0% | 0.9%
CC(=O)c1ccc(N2CCN(C(=O)CCNC(=O)Cn3ccc4ccccc4c3=O)CC2)cc1 | 5.8% | -5.5% | 1.2% | 3.6% | 0.8% | 1.2 | i | 14.2% | 1.0%
CCCCNC(=S)N1CCN(c2ccccc2Cl)CC1 | -4.0% | -4.2% | 2.6% | 2.1% | -29.3% | -3.0 | i | 8.1% | -3.2%
CCOC(=O)[C@]12CCCC=C1N(Cc1ccco1)C(=O)[C@H](CC(=O)N1CCN(C(=O)C3CC3)CC1)C2 | . | . | . | -0.2% | . | 0.0 | i | -4.9% | .
CC(=O)N/C(=C\c1ccccc1)C(=O)Nc1ccccc1C | 0.0% | -7.8% | -1.2% | 3.5% | 13.3% | 0.8 | i | 14.5% | 1.7%
COC(=O)c1ccc(NC(=O)C2CCCN(S(=O)(=O)c3cnc[nH]3)C2)cc1 (stereo not given) | -3.7% | -14.1% | 2.4% | 0.0% | -10.0% | 0.8 | i | 1.1% | -1.2%
CCOC(=O)C1=C(C)N=C2SC=C(C)N2C1c1ccc(OC)cc1 (stereo not given) | -25.4% | -3.0% | -15.6% | 0.4% | -4.8% | 0.6 | i | 23.1% | -23.9%

2 neighbouring records already listed:
SMILES | TGFb SMAD3 inh | HepG2 viability | MmCpn inh | Nrf2 ARE act | Nrf2 block | CCT modulator | Akt phos inh | Abeta yeast res | A549 tox
CC(NCCOCCOc1ccccc1)c1ccccc1 (stereo not given) | -1.2% | -13.3% | -1.5% | -0.4% | 4.9% | 0.6 | i | 0.0% | -0.7%
NC(=O)COC(=O)CC(NC(N)=O)c1ccc(Cl)cc1 (stereo not given) | 21.4% | 9.0% | -1.1% | 0.4% | 11.2% | -8.1 | i | 3.0% | -4.6%

Ordered by value in MmCpn inh (ascending): some entries from above.
Structure,TGFb SMAD3 inh,MmCpn inh,Nrf2 ARE act,CCT modulator,Akt phos inh
CC1CN(C(=O)C(c2ccccc2)c2ccccc2)CC(C)O1 (stereo not given),-26.9%,-0.8%,-0.1%,-0.8,.
CCN[C@H]1C[C@H](C)S(=O)(=O)c2sc(S(N)(=O)=O)cc21,-18.2%,0.5%,1.6%,0.0,i
Cc1ccnc(NC(c2ccccn2)c2c(C)[nH]c3ccccc23)c1 (stereo not given),?,1.8%,19.1%,-1.3,i
